hcDAF12 agonist = H. contortus DAF-12 nuclear receptor activators, primary screen, cell-based, luminescence, HEK293, lit1-tk-luc reporter | hit rate 1.4% among 370,000 | AID 652067, 2013 | activation, % at 6.8 µM | HEK293 hcDAF-12 lit1-tk-luc reporter; 0% DMSO, 100% Δ7-dafachronic acid;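 active = activation above the mean of all tested compounds plus 3 SD, cut at about 5.5% in these data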;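 also: 100% = response to 3 µM Δ7-dafachronic acid high control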
GAA850 FXN act = FXN promoter activators, primary screen, cell-based, luciferase luminescence, HEK293 lucGAA850. hit rate 0.56% among 360,000. HEK293 lucGAA850 FXN promoter luciferase reporter, 24 h; percent of 10 µM SAHA response. AID 540364, 2011. activation, % at 6 µM;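 active = activation above the average of all compounds screened plus 3 SD, cutoff fixed separately per campaign, cut at about 7.5% in these data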;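 also: 0% = DMSO wells and 100% = 10 µM SAHA wells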
Rev-erbA mod = modulators of Rev-erb alpha DNA binding, primary screen, biochemical, FITC-DNA, fluorescence polarization, uHTS. Nuclear receptor subfamily 1 group D member 1 (Homo sapiens), P20393. Rev-erbα–FITC-DNA binding, 90 min. activity, % at 10 µM. hit rate 0.79% among 370,000. AID 1259318, 2017;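 active = activity above about 14%, limit read from the data; passing the limit was not always enough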;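 also: 0% = DMSO wells with 35 nM protein and 100% = DMSO wells with 750 nM protein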
Target sequence (P20393 whole entry, looked up): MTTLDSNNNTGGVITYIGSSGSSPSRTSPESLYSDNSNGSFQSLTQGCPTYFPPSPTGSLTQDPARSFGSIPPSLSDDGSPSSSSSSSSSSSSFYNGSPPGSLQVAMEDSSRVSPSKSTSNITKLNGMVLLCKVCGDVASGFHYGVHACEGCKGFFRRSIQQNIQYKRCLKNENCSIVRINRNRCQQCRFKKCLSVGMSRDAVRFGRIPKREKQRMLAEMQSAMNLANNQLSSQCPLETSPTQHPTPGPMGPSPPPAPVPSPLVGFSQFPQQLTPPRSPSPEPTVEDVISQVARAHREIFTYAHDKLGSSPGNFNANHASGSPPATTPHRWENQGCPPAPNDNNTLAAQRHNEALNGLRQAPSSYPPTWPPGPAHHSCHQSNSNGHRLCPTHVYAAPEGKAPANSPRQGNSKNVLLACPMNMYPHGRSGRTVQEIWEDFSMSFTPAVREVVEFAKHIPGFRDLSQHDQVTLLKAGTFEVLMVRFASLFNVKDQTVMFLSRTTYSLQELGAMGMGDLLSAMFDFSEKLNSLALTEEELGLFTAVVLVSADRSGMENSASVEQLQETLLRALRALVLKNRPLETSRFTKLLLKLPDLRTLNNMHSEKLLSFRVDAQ
hgDAF12 agonist = H. glycines DAF-12 receptor agonists, primary screen, cell-based, luminescence, HEK293, GAL4 fusion, UAS-luciferase; Nuclear hormone receptor DAF-12 (Heterodera glycines), GAL4 fusion; HEK293 GAL4-hgDAF12 UAS-luciferase reporter, agonist luminescence; normalized to butyrate control; hit rate 1.8% among 370,000; activation, % at 6.8 µM; AID 687014, 2013;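 active = activation above a cutoff set at the mean of all screened compounds plus 3 SD, cut at about 10% in these data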;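 also: 0% = DMSO wells and 100% = sodium butyrate wells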
DAX1 inh-1 = DAX1 (NR0B1) inhibitors on StAR promoter, primary screen, cell-based, luminescence, SF-1 (NR5A1), full-length DAX-1; AID 652010, 2013; HEK293T StAR-luciferase reporter, SF-1/DAX-1 repression relief; inhibition, % at 6.8 µM; hit rate 1.1% among 370,000;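 active = inhibition above the mean over all tested compounds plus 3 SD, cut at about 3.6% in these data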;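 also: 0% = DAX-1 cells with DMSO and 100% = cells lacking DAX-1 with DMSO; higher inhibition means more luminescence from relief of DAX-1 repression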
ssDAF-12 act = S. stercoralis DAF-12 nuclear receptor activators, primary screen, cell-based, luminescence, HEK293, GRIP1 co-expression, lit1-tk-luc | Nuclear hormone receptor DAF-12 (Strongyloides stercoralis) | HEK293 ssDAF-12/GRIP1 lit1-tk-luc reporter; % of 3 µM dafachronic acid response | activation, % at 6.8 µM | hit rate 1% among 370,000 | AID 652126, 2013;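 active = activation above the mean over all tested compounds plus 3 SD, cut at about 0.9% in these data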;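 also: 0% = DMSO-only wells and 100% = 3 µM delta7-dafachronic acid wells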
DAX1 inh-2 = DAX1 (NR0B1) inhibitors, primary screen, cell-based, HEK293, Gal4-DAX1, luciferase luminescence. AID 504766, 2011. inhibition, % at 6.75 µM. HEK293 Gal4-DAX1 luciferase reporter. Nuclear receptor subfamily 0 group B member 1 (Homo sapiens), P51843. hit rate 0.99% among 340,000;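 active = inhibition above the mean over all tested compounds plus 3 SD, cut at about 4.2% in these data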;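 also: 0% = DAX1-transfected cells with DMSO and 100% = empty-vector control cells with DMSO; inhibition shows as a rise in luminescence from relieved DAX1 repression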
Target sequence (P51843 207-470 limits assumed): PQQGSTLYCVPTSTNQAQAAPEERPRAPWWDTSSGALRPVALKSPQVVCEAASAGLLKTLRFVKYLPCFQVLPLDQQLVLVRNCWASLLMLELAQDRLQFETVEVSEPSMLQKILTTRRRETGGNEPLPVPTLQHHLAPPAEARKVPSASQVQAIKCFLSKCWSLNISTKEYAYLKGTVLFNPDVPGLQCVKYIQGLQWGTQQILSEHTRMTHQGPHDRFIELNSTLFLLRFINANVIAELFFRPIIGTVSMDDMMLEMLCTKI
PLC-beta3 inh = human PLC-beta3 inhibitors, primary screen, biochemical, fluorescence; 1-phosphatidylinositol 4,5-bisphosphate phosphodiesterase beta-3 (Homo sapiens), Q01970; Purified PLC-beta3, fluorogenic substrate; inhibition, % at 12.2 µM; hit rate 0.18% among 370,000; in the data active = inhibition above about 11%;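 also: 0% = median of compound wells on plate and 100% = full blocker control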
PG9 binder = binders of HIV-1 gp120 antibody PG9, primary screen, biochemical, TR-FRET | hit rate 0.43% among 360,000 | HIV-1 gp120 / PG9 antibody interaction | TR-FRET gp120-PG9 antibody binding | inhibition, % at 6.7 µM; in the data active = inhibition above about 8.5%
HGIII-sPLA2 inh = human group III sPLA2 inhibitors, primary screen, biochemical, QFRET, BODIPY PC-A2 liposome substrate; QFRET BODIPY PC-A2 liposome hydrolysis, fluorescence; Group 3 secretory phospholipase A2 (Homo sapiens), Q9NZ20; hit rate 0.56% among 370,000; inhibition, % at 12.2 µM;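 active = inhibition above mean plus 3 SD of compounds lying within the high and low control bounds, cut at about 19% in these data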;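 also: 0% = median of test compound wells and 100% = no enzyme DMSO wells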
SMARCA2 activ = SMARCA2 (BRM) function activators, primary screen, cell-based, luminescence, high throughput. MG213 cells, MMTV-luciferase reporter, dexamethasone, overnight. activation, % at 9.1 µM. hit rate 1% among 370,000. AID 652017, 2013; in the data active = activation above about 7.8%;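 also: 0% = vehicle wells and 100% = reference activator wells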
* hit, by the source's call; x = not tested or not shown.

SMILES | hcDAF12 agonist | GAA850 FXN act | Rev-erbA mod | hgDAF12 agonist | DAX1 inh-1 | ssDAF-12 act | DAX1 inh-2 | PLC-beta3 inh | PG9 binder | HGIII-sPLA2 inh | SMARCA2 activ
O=[N+]([O-])c1ccc(C2CC(c3ccccc3)=Nc3ccccc3S2)cc1 (stereo unspecified) | 5.3 | 2.4 | 7 | 6.9 | -0.6 | 0.5 | 1.9 | -3 | -1.7 | 3 | -1
COC(=O)C1=C(C)N(C)C(=O)NC1c1c(OC)ccc2ccccc12 (stereo unspecified) | 5.0 | 0.5 | 5 | -1.6 | -0.1 | 0.4 | -1.7 | -2 | -2.3 | 5 | 0
O=C(O)c1ccc(O)c(N2C(=O)Nc3ccccc3N2O)c1 | 3.1 | 1.1 | -4 | 6.1 | 1.1 | 0.3 | 0.5 | 3 | -0.9 | 3 | 5
COc1ccc(NC(=O)CN(C)CC(=O)Nc2ccc(C)c(S(=O)(=O)N3CCCCC3)c2)cc1 | -2.5 | -3.7 | 1 | -2.0 | -2.8 | -2.2 | -1.0 | 0 | -0.9 | -32 | -2
O=C(CSc1cc(Cl)ccc1Cl)Nc1ccc(N2CCOCC2)cc1 | -0.1 | 2.4 | -2 | 0.3 | -4.2 | -1.5 | 0.2 | -9 | -0.4 | 11 | 0
CC12CC3(C)CC(C)(C1)CC(NC(=O)N1CCCC1)(C2)C3 | -1.3 | 0.3 | 0 | 1.4 | -0.6 | -1.0 | -1.3 | -4 | 0.5 | -2 | -2
O=C(NCC(=O)c1ccccc1)OCc1ccc([N+](=O)[O-])cc1 | 0.5 | 1.0 | -1 | 3.3 | -0.7 | -1.4 | 0.8 | -1 | 0.3 | -20 | 3
Cc1cc(NC(=O)CSc2nc(C(C)C)nc3sc4c(c23)CCCC4)no1 | -0.2 | 2.8 | 20 | 1.8 | 0.6 | 1.3* | 0.3 | 3 | -0.8 | 4 | 0
CC(C)NC(=O)Nc1ccc2c(c1)C(=O)N([C@H](C)CO)C[C@H](C)[C@@H](CN(C)C(=O)Nc1ccccc1)O2 | -2.0 | 0.2 | -1 | -2.2 | -0.2 | -1.1 | 0.0 | -4 | -0.2 | 9 | 0
O=C(CSCc1ccc(F)cc1)N1CCN(c2ccc(F)cc2)CC1 | -0.6 | 0.2 | -1 | -1.7 | -0.5 | -2.0 | -0.3 | 3 | -0.9 | -1 | -4
O=C(NCc1ccc(F)c(F)c1)C1CCC(=O)N(CC2CCCCC2)C1 (stereo unspecified) | 0.7 | 1.8 | 0 | 3.0 | 1.7 | -1.2 | -0.5 | -2 | -2.7 | -4 | -1
O=C(/C=C/c1ccco1)OCc1nnc(-c2ccc(Cl)cc2)o1 | -1.1 | -0.4 | -4 | 0.6 | 0.2 | 0.2 | -0.1 | -8 | -2.4 | 2 | -3
CCCCN(C(=O)c1ccc(S(=O)(=O)N(C)C)cc1)c1nc2ccccc2s1 | 0.4 | -3.7 | 6 | 0.1 | 0.0 | -1.2 | 0.0 | 1 | -1.6 | 3 | -1
CCOC(=O)NC(=O)CSc1ccccn1 | -1.2 | -0.3 | -5 | -2.1 | -0.1 | -1.3 | 0.8 | 7 | -1.5 | 2 | 4
Cc1ccc(CNC(=O)c2ccc(Cl)c(S(N)(=O)=O)c2)n1C | -0.9 | -0.3 | -2 | 2.2 | -0.5 | -0.7 | 0.5 | -28 | -1.9 | -7 | -2
COCCN(C(=O)c1cc(OC)c(OC)c(OC)c1)c1c(N)n(Cc2ccccc2)c(=O)[nH]c1=O | -1.8 | 3.8 | -6 | 5.7 | 0.4 | -1.2 | 0.2 | -2 | 0.7 | 14 | -4
CCn1c(SCC(=O)NCCc2ccc(OC)c(OC)c2)nc2c([nH]c3ccccc32)c1=O | 3.8 | 14* | 1 | 2.6 | 0.1 | 0.5 | 0.0 | 7 | 1.9 | 10 | -3
COc1ccc(C)cc1NC(=O)CSc1nnc(-c2ccccn2)n1Cc1ccco1 | -2.5 | -3.0 | -5 | 0.9 | -0.8 | -1.2 | -0.3 | 3 | -1.7 | -19 | -1
Cc1cc(NC(=O)CSc2nc3c(c(=O)n2C)SCC3)no1 | -0.9 | -0.8 | -2 | 3.1 | -0.5 | -1.0 | 0.1 | -3 | 0.0 | -4 | -2
CCOc1nc(NCCc2ccc(OC)c(OC)c2)nc(NC(C)(C)CO)n1 | -0.6 | 3.1 | -4 | -0.9 | -0.2 | -1.8 | -0.7 | 0 | 1.7 | 2 | -4

2 entries from above, as labelled records.
> COc1ccc(C)cc1NC(=O)CSc1nnc(-c2ccccn2)n1Cc1ccco1
  hcDAF12 agonist: -2.5 | GAA850 FXN act: -3.0 | Rev-erbA mod: -5 | hgDAF12 agonist: 0.9 | DAX1 inh-1: -0.8 | ssDAF-12 act: -1.2 | DAX1 inh-2: -0.3 | PLC-beta3 inh: 3 | PG9 binder: -1.7 | HGIII-sPLA2 inh: -19 | SMARCA2 activ: -1
> Cc1cc(NC(=O)CSc2nc3c(c(=O)n2C)SCC3)no1
  hcDAF12 agonist: -0.9 | GAA850 FXN act: -0.8 | Rev-erbA mod: -2 | hgDAF12 agonist: 3.1 | DAX1 inh-1: -0.5 | ssDAF-12 act: -1.0 | DAX1 inh-2: 0.1 | PLC-beta3 inh: -3 | PG9 binder: 0.0 | HGIII-sPLA2 inh: -4 | SMARCA2 activ: -2

The list goes on.
SMILES | hcDAF12 agonist | GAA850 FXN act | Rev-erbA mod | hgDAF12 agonist | DAX1 inh-1 | ssDAF-12 act | DAX1 inh-2 | PLC-beta3 inh | PG9 binder | HGIII-sPLA2 inh | SMARCA2 activ
CC1CCN(CC(=O)Nc2ccc(Cl)cc2[N+](=O)[O-])CC1 | -0.5 | 2.6 | 0 | 1.0 | 0.8 | -1.0 | -0.4 | -3 | 0.7 | 4 | 6
CCc1nc2ccccc2n1Cc1ccc(OC)c(OC)c1 | -2.4 | 0.3 | -8 | -1.1 | -0.3 | -0.7 | -0.7 | 0 | 0.0 | 8 | -8
NS(=O)(=O)c1ccc(NC(=O)CN2CCN(S(=O)(=O)c3cccs3)CC2)cc1 | -1.1 | 1.7 | 1 | 1.2 | -0.4 | -0.9 | 1.3 | -7 | -1.9 | -6 | -2
Nc1ncnc2c1ncn2C1OC(CO)C(O)C1N (stereo unspecified) | -0.5 | -0.1 | -1 | -2.0 | -1.1 | -1.1 | -1.6 | 3 | -0.2 | 6 | 0
CC(C)C(=O)NCCc1nc2ccccc2n1CCc1ccccc1 | -2.8 | -0.6 | 0 | -2.3 | -0.6 | -1.5 | 0.1 | -1 | -0.9 | 0 | -1
Cc1ccc2nsnc2c1S(=O)(=O)N1CCN(C(=O)C2CCCO2)CC1 (stereo unspecified) | -0.8 | 0.8 | -7 | -0.4 | -1.0 | -0.6 | -0.4 | 4 | -2.1 | -1 | -3
CCCC(=O)Nc1cc(OC)c(C(=O)OC)cc1Cl | -1.8 | -2.7 | -5 | -0.7 | -0.3 | -1.0 | -0.8 | 4 | 1.3 | 9 | 5
CC(=O)Nc1cccc(-c2ccnc3c2CC(C(=O)NCc2cccs2)O3)c1 (stereo unspecified) | -1.2 | -1.5 | 0 | -0.9 | -1.7 | -0.9 | x | 5 | 0.2 | 0 | -1
O=C(CCc1nc2ccccc2[nH]1)Nc1ccc(F)cc1 | -1.6 | -0.5 | 6 | 0.4 | 0.7 | -1.9 | 0.3 | -2 | -0.4 | -5 | -3
COc1cccc(NC(=O)c2ocnc2C)c1 | -0.5 | -0.4 | 0 | 6.5 | 0.7 | -1.2 | 1.4 | 0 | 2.5 | 4 | -2
O=S(=O)(Nc1cccc(-c2ccc(N3CCCCCC3)nn2)c1)c1ccccc1Cl | -2.0 | 1.9 | 1 | 3.1 | 0.9 | -1.1 | 0.0 | -16 | -0.3 | -27 | -1
O=C1CCc2cc(NS(=O)(=O)c3ccc([N+](=O)[O-])cc3)cc3c2N1CCC3 | 1.4 | 0.1 | 9 | -0.4 | 0.5 | -1.0 | 0.3 | -5 | -0.5 | 4 | -2
COc1ccc(OC)c2[nH]c(=O)c(CCNC(=O)C(C)C)cc12 | -0.4 | -0.2 | 3 | 0.0 | 0.9 | -1.3 | -0.8 | -94 | -0.8 | 0 | 1
CC1(C(=O)N(CC(=O)NC2CCCC2)Cc2ccccc2)CC(=O)N=C2C=CC=CN21 (stereo unspecified) | -0.2 | 1.5 | -5 | -0.4 | 0.4 | -0.5 | -0.8 | -152 | -0.3 | -4 | 2
Cc1ccccc1OCC(=O)NCCCNC(=O)c1cccnc1 | -1.5 | 1.8 | -5 | -1.3 | -0.6 | -1.0 | -1.8 | -3 | -0.3 | 2 | 3
CCN(CC)C(=O)C[n+]1cccc(C(N)=O)c1 | -1.3 | 0.9 | 3 | 0.6 | 0.8 | -0.3 | 0.1 | 10 | -0.3 | 1 | -6
Clc1ccccc1-c1nc2ccccc2[nH]1 | 1.5 | 2.9 | -4 | 8.0 | 0.4 | -0.4 | 0.8 | -4 | -1.9 | 0 | 4
CC(C)(C)C1(C)OC(C(N)=O)C(C(N)=O)O1 (stereo unspecified) | -1.0 | -1.9 | -2 | -0.5 | 1.1 | -1.6 | 1.1 | 2 | 1.2 | 0 | -2
O=C(N=Nc1c(O)n(Cc2ccccc2)c2ccccc12)c1ccc(O)cc1 | 6.0* | 6.3 | 0 | 8.2 | 3.6* | 0.3 | 1.0 | -1 | 1.3 | 2 | 2
O=C(CCNc1ccc(Cl)c(C(F)(F)F)c1)c1ccco1 | -1.8 | -0.6 | 0 | 1.1 | -1.2 | -1.7 | 0.2 | 0 | -0.6 | -3 | -4
Cc1cc2n(n1)SC(Nc1ccc(F)cc1)N2 (stereo unspecified) | -2.5 | 4.5 | -6 | 4.8 | -0.1 | -1.5 | -0.6 | 4 | -0.8 | 11 | -2
CC1CC2=C(NC(=S)NC2c2cccc(F)c2)/C(=C/c2cccc(F)c2)C1 (stereo unspecified) | 0.0 | 3.5 | 0 | 1.5 | -0.9 | -1.3 | -2.0 | -6 | -1.7 | 4 | -2

Screening results as filed in PubChem BioAssay.
